HepG2 viability: qHTS for Inhibitors of TGF-b: Cytotox Counterscreen. AID 588856, 2011. Potency, µM (top dose mostly 46.1 µM), inactives show at the top dose activity change, negative = cytotoxicity, most hits filed as cytotoxic. HepG2 CAGA-GFP viability, ATP luminescence, 18 h. 410,000 tested, 0.76% active; note: potency is the fitted concentration of half-maximal effect; some results filed as inactive show a strong effect at the top dose
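HepG2 CAGA-GFP cells (1000/well, DMEM with 1% FBS) received compound, then TGF-beta at 500 pg/mL final, and were incubated 18 hours at 37 degrees C. Viability was read by CellTiter-Glo luminescence. Media-only wells were set as complete cell-killing and DMSO as no toxicity.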
ATXN viability: Viability Counterscreen for Primary qHTS for Inhibitors of ATXN expression. S2 cells (HEK-293 line with an ATXN2-luciferase reporter) viability, CellTiter-Fluor protease fluorescence, 24 h. Potency, µM (series often up to 56.7 µM), actives largely listed as cytotoxic. 400,000 tested, 0.49% active; note: potency is the fitted concentration of half-maximal effect; nearly all actives have a fitted effect of over 40% in size
A549 tox: Nrf2 qHTS screen for inhibitors: counterscreen for cytotoxicity. 390,000 tested, 0.16% active. A549 ARE-Fluc cells, CellTiter-Fluor viability, 18-24 h. Potency, µM (highest dose often 46 µM), for inactives: top-dose activity change, negative = cytotoxicity, hits mostly inhibitors; note: potency is the fitted concentration of half-maximal effect; % is set by controls: 0 for no effect and ±100 for the full control effect
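A549 ARE-Fluc cells in 5% FBS OPTI-MEM, 5000 cells/well, rested 2 h then exposed to compounds in concentration-response for 18-24 h at 37 °C. Viability by CellTiter-Fluor fluorescence (Ex 405/Em 525) after 30 min; luciferase luminescence (BugLite, 15 min, RT) read afterwards.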
Akt phos inh: HTS Assay for Inhibitors of Akt Phophorylation: Primary Screen. Neuro2A IGF-stimulated pAkt S473 HTRF, 20 min; active compounds read low. activity change, % for hits at 50 µM. 360,000 tested, 0.32% active; in the data active = activity change below about -80%; inconclusive = mostly about -51% to -80%; note: % is set by controls: 0 for no effect and ±100 for the full control effect
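Single-point screen (50 µM final compound) in Neuro2A cells stimulated 20 min with 6 nM IGF at 37 deg C. After lysis, Ser473-phosphorylated Akt read by HTRF (ex 330 nm, em 615/665 nm) as the 665/615 ratio.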
Nrf2 block: Nrf2 qHTS screen for inhibitors; A549 ARE-Fluc reporter, luciferase luminescence, 18-24 h; Potency, µM (titrated, usually from 46 µM), without a hit: top-dose activity change, negative = inhibition, actives largely listed as inhibitors; 360,000 tested, 2.1% active; note: potency is the fitted concentration of half-maximal effect; % is set by controls: 0 for no effect and ±100 for the full control effect; nearly all actives have a fitted effect of over 60% in size
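Nrf2 activity is the BugLite luminescence, read 15 min after reagent at room temperature, following CellTiter-Fluor cytotoxicity readout (30 min, 37C). Compound titrations were applied for 18-24 h to 5000 A549 ARE_Fluc cells/well in 5% FBS OPTI-MEM.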
TGFb inhibitor: qHTS for Inhibitors of TGF-b | HepG2 CAGA-GFP TGF-b/SMAD3 reporter, GFP fluorescence, 18 h; TGF-beta stimulated, 500 pg/mL final | 410,000 tested, 1.2% active | Potency, µM (top dose mostly 46.1 µM), for inactives: top-dose activity, negative = inhibition, most hits filed as inhibitors | AID 588855, 2011; note: potency is the fitted concentration of half-maximal effect; % is set by controls: 0 for no effect and ±100 for the full control effect; nearly all actives have a fitted effect of over 65% in size
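Per well, imaged GFP fluorescence of HEPG2 CAGA-GFP cells gives the signal; cells get compound, then TGF-beta (500 pg/mL final), 18 h at 37 degrees C; %Activity versus -TGF-beta and +DMSO controls.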
CCT modulator: High-Throughput Screening for Modulators of Cytosolic Chaperonin Activity; AID 651819, 2012; activity change, % (no concentration beside the values), hits read low; 360,000 tested, 0.3% active; purified chaperonin ATPase assay, HTRF ADP detection, 30 min; in the data active = activity change below about -30%; note: % is set by controls: 0 for no effect and ±100 for the full control effect
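Enzyme 40 or 20 nM (batch-dependent) in Tris pH 7.4/KCl/MgCl2/DTT; cpd 76 uM single point; ATP 10 uM; 30 min 37 °C; Transcreener ADP HTRF detection, 30 min RT; ratio 665/615.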
Nrf2 ARE act: qHTS of Nrf2 Activators | AREc32 ARE-luciferase reporter (MCF7-derived line), luminescence, 24 h | Potency, µM (highest dose often 46.1 µM), inactives show at the top dose activation, usual class: activators | AID 624171, 2012 | 410,000 tested, 0.31% active; note: potency is the fitted concentration of half-maximal effect; % of control where 0% means no effect; nearly all actives have a fitted effect of over 65% in size
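Each well held 1000 AREc32 cells, which were incubated with compound for 24 hr at 37 deg C after overnight attachment, and ARE reporter activity was quantified by firefly luciferase luminescence.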
MmCpn inh: Inhibitors of TCP-1 ring complex (TRiC) of Methanococcus maripaludis (MmCpn): qHTS; purified Mm-Cpn ATPase, ADP Transcreener TR-FRET; Potency, µM (doses to about 76.9 µM), for inactives: at the highest dose activity, negative = inhibition, hits mostly inhibitors; AID 504842, 2011; 330,000 tested, 0.031% active; Chaperonin Mm-Cpn (Methanococcus maripaludis); note: potency is the fitted concentration of half-maximal effect; % is set by controls: 0 for no effect and ±100 for the full control effect; nearly all actives have a fitted effect of over 80% in size
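Reaction buffer contained 30 mM Tris pH 7.4, 100 mM KCl, 5 mM MgCl2 and 1 mM DTT. Mm-CPN (25 nM final) hydrolysed 10 uM ATP over 30 min at 37°C; ADP was read by HTRF.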
Starred values were filed as active, the others as inactive; i = inactive; ? = inconclusive; . = not tested or not shown; & = joins results of further samples; [ ] = another dose, or the depositor's remark. Unless noted, calls come from the whole dose curve; as a rule, active = well fitted curve in the direction sought with a large enough effect; inconclusive = small, poorly fitted or top-dose-only effect, or another doubt; inactive = no such curve, though single readings can be large; an effect the other way counts as inactive or inconclusive.

Structure	Akt phos inh	CCT modulator	TGFb inhibitor	HepG2 viability	MmCpn inh	A549 tox	Nrf2 ARE act	Nrf2 block	ATXN viability
CCc1ccc(OC(C)c2nnc(SCC(=O)Nc3ncccc3C)n2C)cc1 (stereo unspecified)	i	-0.8	-14%	-15%	0%	11%	4.3%	-7%	i
Cc1nn(Cc2ccccc2)c(C)c1NC(=O)c1cc2nc(-c3ccco3)cc(C(F)(F)F)n2n1	i	0.2	-17%	5%	-3%	-3%	2.2%	?	i
Cc1ccc(Cl)cc1N1CCN(S(=O)(=O)c2cc(Br)cc3c2N(C(=O)C2CC2)CC3)CC1	.	.	-22%	-16%	.	-14%	-0.5%	-5%[9.27 µM]	i
O=C(Cn1nnc(-c2cccc(C(F)(F)F)c2)n1)N1CCCCCC1	i	1.4	0%	-1%	1%	0%	0.2%	.	i
CCOc1ccc(-n2c(=O)c3c4c(sc3n(Cc3cccc(C)c3)c2=O)CCCC4)cc1	.	.	-2%	8%	.	-8%	0.2%	1%[9.27 µM]	i
CCN(CC)CCNc1c(C)cc(CO)c(Cl)c1C	i	-2.6	?	-40%	.	.	-3.9%	.	i
Cc1ccc(C(C)C)cc1C(=O)CC1(O)C(=O)N(C)c2ccccc21 (stereo unspecified)	i	0.2	-24%	-6%	-1%	0%	2.9%	13%	i
CCn1c(=N)c(S(=O)(=O)c2ccc(F)cc2)cc2c(=O)n3ccccc3nc21	i	0.0	14%	4%	0%	-4%	2.1%	-1%	i
Cc1ccccc1-c1nnc(SCC(=O)NC2CCCC2)n1C	i	-1.0	10%	-1%	-4%	-2%	-0.2%	12%	i
CCCc1cc(C(=O)Nc2cc(C)ccc2O)no1	i	-1.5	-3%	-24%	-1%	-4%	4.3%	-2%	i
O=C(O)c1cccc(-c2ccc(/C=N/n3cnnc3)o2)c1	i	-2.7	-14%	0%	1%	-3%	0.0%	1%	i
COc1ccc(N(CN2C(=O)C3CC=CCC3C2=O)C(=O)c2ccco2)cc1 (stereo unspecified)	i	-1.2	4%	1%	-2%	-4%	-0.6%	17%	i
COc1cc(OC)c2ccc(=O)oc2c1C(CCN1CCN(c2ccccc2)CC1)c1ccc2c(c1)OCO2 (stereo unspecified)	i	-4.0	-9%&-12%	-6%&-3%	-4%	23µM*	4.8%	13%&1%	?
Cc1cccc(N(CC(=O)NCc2ccc3c(c2)OCO3)C(=O)CCC(=O)Nc2ccccn2)c1	i	-2.6	2%	16%	2%	2%	2.1%	.	i
Cc1ccc(NC(=O)Cn2cc(C(F)(F)F)cc(Cl)c2=O)cc1S(=O)(=O)N1CCCCC1	i	-1.1	?	-25%	-2%	-13%	0.0%	23µM*	?
CCOc1cc(N2CCCC2)ccc1[N+](=O)[O-]	i	-0.8	-10%	0%	1%	-19%	-0.4%	6%	i
CCc1ccc(C(=O)COC(=O)CNC(=O)c2ccc(N3C(=O)c4ccccc4C3=O)cc2)cc1	i	-4.4	14%	-11%	2%	-8%	0.0%	-3%	i
O=C(CN1CCN(Cc2ccccc2)C1=O)NCCCN1CCOCC1	i	-2.8	0%	-1%	0%	-1%	-0.9%	-9%	i
COc1ccc(C2c3ccc(O)cc3Oc3ncn(CCN4CCOCC4)c(=N)c32)cc1 (stereo unspecified)	i	1.1	-14%	-20%	1%	3%	-0.5%	1%	i
COc1ccc(C2NC(=O)NC(C)=C2C(=O)Nc2cccc(C)c2C)cc1 (stereo unspecified)	i	-2.1	7%	0%	2%	1%	-0.1%	8%	i
Clc1cccc(Cl)c1COc1ccncc1	.	0.5	0%	4%	-1%	6%	-1.0%	-2%	i
CCc1ccccc1-n1nnnc1SCC(=O)Nc1cc(C)on1	i	-4.2	8%	-2%	-1%	0%	-0.4%	-12%	i
Cc1ccc(N=Nc2ccc3ccccc3c2O)cc1	i	-3.2	0%	5%	-2%	?	?	?	?
C[C@@H]1CCCCO[C@@H](CN(C)S(=O)(=O)c2ccc(F)cc2)[C@@H](C)CN([C@H](C)CO)C(=O)c2cc(NC(=O)c3ccccc3)ccc2O1	i	0.9	1%	1%	.	.	0.3%	.	i

Overlap with the part before: 3 compounds, followed by the next part.
Structure	Akt phos inh	CCT modulator	TGFb inhibitor	HepG2 viability	MmCpn inh	A549 tox	Nrf2 ARE act	Nrf2 block	ATXN viability
CCc1ccccc1-n1nnnc1SCC(=O)Nc1cc(C)on1	i	-4.2	8%	-2%	-1%	0%	-0.4%	-12%	i
Cc1ccc(N=Nc2ccc3ccccc3c2O)cc1	i	-3.2	0%	5%	-2%	?	?	?	?
C[C@@H]1CCCCO[C@@H](CN(C)S(=O)(=O)c2ccc(F)cc2)[C@@H](C)CN([C@H](C)CO)C(=O)c2cc(NC(=O)c3ccccc3)ccc2O1	i	0.9	1%	1%	.	.	0.3%	.	i
Cc1cccc(CCNS(=O)(=O)c2ccc3c(c2)NC(=O)CS3)c1	i	0.2	?	-44%	-8%	1%	4.6%	?	i
COCCN(CCOC)C(=O)COC(=O)c1cc([N+](=O)[O-])ccc1Cl	i	0.5	6%	-2%	-3%	-1%	8.2%	7%	i
O=S1c2ccccc2Sc2ccccc21	i	-2.0	-9%	-7%	.	-3%	0.1%	-2%	i
COc1ccc(CNC(=O)c2ccc(S(=O)(=O)N3CCCC3)cc2)cc1OC	i	-2.3	17%	3%	0%	-1%	-0.4%	.	i
COc1ccc(N(C(=O)c2snc(C(N)=O)c2N)C(C(=O)NC2CCCCC2)c2ccc(F)cc2)c(OC)c1 (stereo unspecified)	i	-0.7	-8%	-2%	1%	-5%	-0.7%	-18%	i
Cc1cccc(Nc2nnc(-c3ccc(C(=O)N4C[C@H]5C[C@H](C4)c4cccc(=O)n4C5)cc3)c3ccccc23)c1	i	2.1	-4%	-13%	-3%	6%	6.1%	.	i
CC(Sc1n[nH]c(-c2cccs2)n1)C(=O)Nc1ccccc1F (stereo unspecified)	i	-0.8	-2%	-12%	1%	0%	5.6%	10%	i
Cc1ccc(CNC(=O)CCC2CCCN(Cc3cccc4c3OCO4)C2)o1 (stereo unspecified)	i	-2.4	-3%	-7%	5%	1%	0.3%	-6%	i
CC1CC(C)CN(C(=O)COC(=O)CCc2nc3ccccc3c(=O)[nH]2)C1 (stereo unspecified)	i	-0.6	1%	7%	-1%	3%	-0.1%	3%	i
COc1ccccc1Cn1nnc2c(=O)[nH]c(C3CCN(C(=O)c4ccc(F)cc4)CC3)nc21	i	-2.3	10%	-3%	0%	-2%	-0.5%	0%	i
C[C@@H]1CN([C@@H](C)CO)C(=O)c2cc(N(C)C)ccc2O[C@@H]1CN(C)Cc1ccncc1	i	-0.1	-10%	1%	-2%	?	-0.2%	8%	i
CC1CCN(c2oc(Cc3cccc4ccccc34)nc2C#N)CC1	i	-0.3	13%	-7%	0%	8%	-1.2%	-23%	i
NNC(=O)c1ccc(S(=O)(=O)N2CCc3ccccc32)cc1	i	-0.6	-16%	2%	1%	0%	1.2%	-6%	i
N#C/C(=C(/O)COc1ccccc1)c1nc2ccccc2s1	i	-3.2	?	-25%	1%	-17%	0.2%	?	i
Cc1cc(OCC(=O)NC2CC2)c2c(C)c(C)c(=O)oc2c1	.	1.6	5%	3%	2%	0%	0.3%	?	i
CCOC(=O)c1c(-c2cccc([N+](=O)[O-])c2)csc1N	i	-2.4	5%	-2%	0%	8%	-0.5%	-25%	i
O=C(CCC(=O)N1CCN(c2ccccc2F)CC1)N1CCN(c2ccc(F)cc2)CC1	i	-1.9	0%	11%	0%	-2%	2.5%	?	i
COc1cccc(-c2nc(C(=O)NCC3CCCO3)cc3c2[nH]c2ccccc23)c1 (stereo unspecified)	i	1.0	-9%	-3%	-12%	-16%	-0.3%	21µM*	.
CCCS(=O)(=O)NCCc1cc2c(C)ccc(C)c2[nH]c1=O	i	-1.3	10%	-76%	-13%	2%	0.4%	2%	i
CCCCn1nnnc1C(c1ccccc1)N1CCN(Cc2c(F)cccc2Cl)CC1 (stereo unspecified)	i	-0.7	.	.	.	.	5.4%	.	i
O=C(NCC1CCCN(Cc2cccc(OCCO)c2)C1)c1ccc(F)cc1 (stereo unspecified)	i	1.0	-1%	6%	1%	11%	3.5%	-8%	i
N#Cc1c(-c2ccc(F)cc2)ccnc1N1CCOCC1	i	-0.5	0%	-7%	1%	-9%	2.7%	0%	i
CCOc1ccc2nc(NC(=O)CSc3nc4c(c(=O)n(C)c(=O)n4C)n3C(C)C)sc2c1	i	-1.2	?	1%	-3%	2%	4.0%	-25%	?
Cc1ccc(SCC(=O)Nc2c(Br)cnn2C)cc1	i	0.9	3%	-3%	2%	13%	0.2%	-11%	i
C#CCSc1cc(C(F)(F)F)nc(-c2ccccn2)n1	i	1.1	-5%	-45%	0%	2%	4.8%	0%	i
Cc1cccc(C(=O)Nc2sc3c(c2C(=O)NCc2ccco2)CCCC3)c1	.	.	1%	-20%	.	11%	1.7%	16%	i
CCc1nn(CC(=O)NCCCOC)c(=O)c2cc3occc3n12	.	.	?	-17%	.	-6%	0.3%	19%	i
Cn1cc(Cl)c(C(=O)N/N=C/c2ccc(OS(=O)(=O)c3ccccc3)cc2)n1	i	0.7	9%	4%	-2%	-11%	-0.5%	?	i

Compound activity from PubChem BioAssay.
